Compound activity deposited in PubChem by National Center for Advancing Translational Sciences (NCATS).
TSHR antagonist – human thyrotropin receptor antagonism; TSHR-expressing cells, TSH-stimulated cAMP HTRF, 2 h; stronger effect = lower value; activity change, negative = inhibition, % at 11.5 µM; 0.2% of 330,000 active;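 active = activity change below a set negative limit, meaning inhibition stronger than a set level, cut at about -70% in these data; inconclusive = activity change between two set negative limits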; also: % is scaled to controls: 0 for no effect and ±100 for the full control effect
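Competitive HTRF cAMP read-out (cryptate anti-cAMP antibody, cAMP-d2; 30 min, room temperature) in freshly harvested TSHR cells. Compounds added before TSH at EC80 (4nM final), followed by 2 hours' incubation at 37 deg C.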
AT treatment – potential ataxia-telangiectasia treatments restoring KAP-1 phosphorylation; 0.19% of 320,000 active; Potency, µM (series often up to 57.5 µM), without a hit: at the top dose activation, hits mostly activators; AID 485349; […] A-T fibroblasts, KAP-1 phosphorylation AlphaLISA; neocarzinostatin DNA damage 30 min before lysis; also: potency is read from the fitted curve at half-maximal effect; % of control where 0% means no effect; nearly all actives have a fitted effect of over 45% in size
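hTERT-immortalized A-T patient fibroblasts ([…]), 500 cells/well in OPTI-MEM, 1% FBS, got compounds for 60 min, then NCS for 30 min at 37C. Lysates were then assayed for phospho-KAP-1 by AlphaLISA (anti-pKAP1 donor, anti-KAP1 acceptor beads), 6 hr at 25C.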
TCR activator – activators of T cell receptors; primary human leukocytes, anti-CD3, IL-2 HTRF, 48 h; Potency, µM (doses to about 9.22 µM), without a hit: at the top dose activation of IL-2 secretion, most hits filed as activators; 330,000 tested, under 10 active; also: % of control where 0% means no effect
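Primary human leukocytes receive a-CD3 beads and test compound and are incubated 48 hr. Secreted IL-2 is then assayed by HTRF, measuring 665nm acceptor emission after 320nm excitation of the europium donor.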
S-ASM inh – blocks human secretory acid sphingomyelinase; placental ASM, HMU-PC fluorogenic substrate, 60 min; 0.006% of 340,000 active; Potency, µM (highest dose often 57.5 µM), for inactives: at the highest dose activity change, negative = inhibition, most hits filed as inhibitors; P17405; also: potency is read from the fitted curve at half-maximal effect
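qHTS format. ASM enzyme prepared from human placenta hydrolyses the fluorogenic substrate HMU-PC0 (9 uM final) over 60 min at 37 °C after a 10 min compound preincubation.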
MBNL1 CUG block – blocks human MBNL1 binding to CUG repeat RNA. Potency, µM (titrated, usually from 57.5 µM), for inactives: top-dose activity change, negative = inhibition, usual class: inhibitors. TR-FRET MBNL1-His/biotin-(CUG)12 binding, 665/545 ratio. 0.036% of 280,000 active. Q9NR56; active = well fitted inhibition curve with a large enough effect in the signal ratio, with a control signal flat, not every such curve was filed as active; inconclusive = small, poorly fitted or top-dose-only effect, or effect the other way, or a change in a side signal; inactive = no such curve, though single readings can be large or run the other way; the % refers to the signal ratio; also: potency is read from the fitted curve at half-maximal effect; % is scaled to controls: 0 for no effect and ±100 for the full control effect
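MBNL1-His + Biotin-(CUG)12, cpd titration 92 nM–58 uM; Tb anti-His Ab 0.055 ng/ul, SA-XL665 5 nM (final); 60 min RT; ratiometric 665/545 nm, Ex 340 nm; normalized to buffer and full-complex controls.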
Menin-MLL TR inh – displaces Texas Red mutant MLL peptide from human menin; O00255; Menin + Texas Red MLL mutant peptide, fluorescence polarization; Potency, µM (top dose mostly 61.6 µM), inactives show top-dose FP activity change, negative = inhibition, most hits filed as inhibitors; 0.23% of 270,000 active; AID 1768; active = well fitted inhibition curve with a large enough effect in the polarisation, with a control signal flat, not every such curve was filed as active; inconclusive = small, poorly fitted or top-dose-only effect, or effect the other way, or a change in a side signal; inactive = no such curve, though single readings can be large or run the other way; the % refers to the polarisation; also: potency is read from the fitted curve at half-maximal effect; % of control where 0% means no effect; many of its hits are not listed in these tables
Target sequence (O00255 whole entry, looked up): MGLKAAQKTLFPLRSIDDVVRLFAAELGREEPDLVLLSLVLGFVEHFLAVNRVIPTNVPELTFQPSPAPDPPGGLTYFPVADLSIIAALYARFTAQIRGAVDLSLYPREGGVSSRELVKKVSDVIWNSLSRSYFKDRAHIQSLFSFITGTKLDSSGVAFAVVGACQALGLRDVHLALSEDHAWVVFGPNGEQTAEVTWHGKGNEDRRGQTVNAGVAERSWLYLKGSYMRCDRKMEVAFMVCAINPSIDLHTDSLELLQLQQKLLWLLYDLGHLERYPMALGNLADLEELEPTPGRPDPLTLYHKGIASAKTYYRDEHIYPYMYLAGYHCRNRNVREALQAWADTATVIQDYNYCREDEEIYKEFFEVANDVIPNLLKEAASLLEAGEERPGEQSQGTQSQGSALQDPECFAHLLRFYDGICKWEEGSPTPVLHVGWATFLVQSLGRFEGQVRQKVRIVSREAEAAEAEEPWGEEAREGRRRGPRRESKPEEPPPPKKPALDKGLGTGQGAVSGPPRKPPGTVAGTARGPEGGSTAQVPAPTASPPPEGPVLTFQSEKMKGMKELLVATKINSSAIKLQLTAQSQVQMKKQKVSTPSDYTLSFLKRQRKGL
PTAP TSG101 blk – blocks PTAP/TSG101 interaction to inhibit HIV-1 budding. Q99816. Fluorescence polarization, FITC-PTAP peptide / Tsg101 binding. 340,000 tested, under 10 active. AID 493005. Potency, µM (doses to about 115 µM), without a hit: top-dose activity change, negative = inhibition, most hits filed as inhibitors; active = well fitted inhibition curve with a large enough effect in the main read-out, with a control signal flat, not every such curve was filed as active; inconclusive = small, poorly fitted or top-dose-only effect, or effect the other way, or a change in a side signal; inactive = no such curve, though single readings can be large or run the other way; also: potency is read from the fitted curve at half-maximal effect; % of control where 0% means no effect
Target sequence (Q99816 whole entry, looked up): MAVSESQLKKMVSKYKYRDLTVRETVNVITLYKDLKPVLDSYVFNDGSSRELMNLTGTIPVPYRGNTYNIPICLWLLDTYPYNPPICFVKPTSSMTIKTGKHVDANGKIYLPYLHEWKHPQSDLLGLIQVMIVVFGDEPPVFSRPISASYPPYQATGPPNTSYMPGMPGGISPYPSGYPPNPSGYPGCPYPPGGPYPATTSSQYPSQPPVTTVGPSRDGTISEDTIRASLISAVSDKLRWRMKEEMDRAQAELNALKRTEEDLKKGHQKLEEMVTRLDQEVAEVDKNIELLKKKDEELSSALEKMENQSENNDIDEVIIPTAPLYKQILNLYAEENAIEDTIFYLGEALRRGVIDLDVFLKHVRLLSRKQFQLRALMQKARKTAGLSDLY
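Fluorescence polarization binding of Tsg101 binding domain (10 uM final) to FITC-labeled PTAP peptide (50 nM final) in HEPES pH 7.5 buffer with NaCl, Tween 20, EDTA, TCEP. Compounds added before peptide; binding 20 min at RT.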
Integrin act MD – activates integrin-mediated alleviation for muscular dystrophy; alpha7betagal myoblasts, beta-gal FDG fluorescence, 48 h; Potency, µM (series often up to 38.3 µM), without a hit: at the top dose activation, hits mostly activators; 0.064% of 350,000 active; AID 624291;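 also: potency is read from the fitted curve at half-maximal effect; 100% = response of the positive control SU9516; nearly all actives have a fitted effect of over 60% in size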
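alpha7betagal+/- myoblasts (passage 13, 250/well) treated 48 h at 37C with compounds at 1:260 dilution of DMSO stock. Lysed, then beta-galactosidase activity read as FDG fluorescence (ex 480/em 540) after 30 min, with pre-read for autofluorescence.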
MLL CXXC-DNA inh – MLL CXXC-DNA interaction inhibition | Q03164 | MLL-CXXC / FITC-HOXA9 DNA fluorescence polarization | Potency, µM (titrated, usually from 115 µM), without a hit: at the highest dose activity change, negative = inhibition, usual class: inhibitors | 0.037% of 290,000 active | AID 2662; active = well fitted inhibition curve with a large enough effect in the polarisation, with a control signal flat, not every such curve was filed as active; inconclusive = small, poorly fitted or top-dose-only effect, or effect the other way, or a change in a side signal; inactive = no such curve, though single readings can be large or run the other way; the % refers to the polarisation; also: potency is read from the fitted curve at half-maximal effect
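Steps: dispense CXXC domain solution (7 uM) → pin compounds or unlabeled HOX-A9 DNA control → 5 min ambient → add FLSN-HOX-A9 solution (50 nM) → spin → 30 min ambient → fluorescence polarization. Tris pH 7.5/NaCl/DTT/BSA buffer.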
Mito fusion act – mitochondrial division inhibition or fusion activation | Potency, µM (top dose mostly 46.1 µM), without a hit: at the top dose growth rescue (activation), actives largely listed as activators | S. cerevisiae fusion-defective mutant growth rescue, CellTiterGlo 48 h | 0.23% of 320,000 active;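 also: potency is read from the fitted curve at half-maximal effect; % of control where 0% means no effect; nearly all actives have a fitted effect of over 45% in size; temperature-sensitive fusion mutants such as fzo1-1 at 37 °C on non-fermentable ethanol glycerol medium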
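Yeast fusion mutant, YPEG (non-fermentable carbon), compound, 48 h at 37C non-permissive; CellTiterGlo added, 10 min RT, luminescence read. Rescued growth = division inhibition.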
* = called active by the depositor; ? = inconclusive; . = not tested or not shown; [ ] = dose if it differs, or a comment. Unless noted, calls follow the shape of the dose curve; as a rule, active = well fitted curve in the direction sought with a large enough effect; inconclusive = small, poorly fitted or top-dose-only effect, or another doubt; inactive = no such curve, though single readings can be large; an effect the other way counts as inactive or inconclusive. This is a subset; count on the stated rates, not on these rows.

Values in the order: TSHR antagonist	AT treatment	TCR activator	S-ASM inh	MBNL1 CUG block	Menin-MLL TR inh	PTAP TSG101 blk	Integrin act MD	MLL CXXC-DNA inh	Mito fusion act
Cn1cccc1C(=O)NC(=O)COC(=O)CCNS(=O)(=O)c1cccc(C(F)(F)F)c1
 : 4	-4%	4%	-1%	.	.	-8%	6%	.	3%
O=C(N/C(=C/c1ccccc1)C(=O)N1CCCCC1)c1ccco1
 : -1	9%	2%	-1%	-3%	-26%	5%	21%	0%	1%
COCCCNC(=S)N(CCO)Cc1cc2cc3c(cc2[nH]c1=O)OCCO3
 : -5	-2%	9%	19%	6%	-4%	-4%	-18%	-5%	1%
Cc1nn(-c2ccccc2)c(Cl)c1C(=O)OCC(=O)NCCc1ccccc1
 : -3	-2%	2%	-2%	-1%	.	-1%	0%	-1%	0%
CN(Cc1ccco1)C(=O)C1CCN(c2nnc(-n3cccc3)s2)CC1
 : 38	-1%	-1%	-2%	-8%	-10%	-1%	27%	3%	0%
Cn1ncc(Br)c1C(=O)Nc1cccc(C(F)(F)F)c1
 : 8	7%	3%	-8%	-11%	.	-9%	22%	13%	-2%
CCOC(=O)c1c(NC(=O)C2CC=CCC2C(=O)O)sc(C)c1CC (configuration not stated)
 : 65	8%[11.5 µM]	0%	-1%	-13%	-2%	-6%	?	-4%	-5%
CCOC(=O)c1ccc(NS(=O)(=O)c2cn(C)cn2)cc1
 : 4	5%	6%	-12%	0%	11%	1%	?	0%	-3%
NC(=O)c1ccsc1NC(=O)COC(=O)COc1ccccc1[N+](=O)[O-]
 : -5	-9%	6%	-2%	.	.	-6%	-18%	.	-1%
O=C(CSc1nnc(CNc2ccc(Cl)cc2)o1)Nc1nc2ccccc2s1
 : -6	6%	4%	-1%	0%	?	0%	-24%	1%	-6%
COC(=O)Nc1ncc(CN2C(=O)c3ccccc3C2=O)s1
 : 7	2%	2%	2%	7%	2%	-6%	11%	3%	1%
Cc1ccc(C(=O)NCc2ccc(N3CCN(C)CC3)cc2)cc1C
 : 13	-3%	1%	-2%	-3%	-5%	-1%	8%	43%[activator]	2%
Cc1cc(=O)oc2c1c(C)nn2-c1ccc(C(=O)OC(C)C)cc1
 : 5	11%	.	.	-13%	2%	.	.	16%	6%
Fc1ccccc1-c1nc(-c2ccc(Cl)cc2)no1
 : .	.	4%	-1%	.	.	-2%	2%	.	.
CCC(C)NCCOCCOc1ccc(Cl)cc1Br (configuration not stated)
 : 23	3%	2%	-3%	-10%	?	-1%	-69%[inhibitor]	8%	14%
O=c1[nH]c(C2CCN(S(=O)(=O)Cc3ccccc3)CC2)nc2c1nnn2Cc1cccc(Cl)c1
 : -5	10%	-2%	?	-1%	56%[activator]	-5%	?	5%	-3%
COC1C(CO)OC(n2c3c(Cl)cccc3c3c4c(c5c6cccc(Cl)c6[nH]c5c32)C(=O)NC4=O)C(O)C1O (configuration not stated)
 : .	.	-31%	-7%	.	.	?	-41%[inhibitor]	.	.
COc1ccccc1C(=O)N(CN1CCCC1=O)c1cccc(Cl)c1
 : -1	1%	-1%	-1%	1%	8%	-1%	-21%[7.66 µM]	-3%	-3%
CC(=O)Nc1ccc(C(=S)NCCCO)cc1
 : 14	8%	5%	-1%	0%	-5%	4%	-12%	1%	-1%
Cc1noc(C)c1C(=O)NCc1ccccc1Br
 : 18	4%	17%	-3%	-12%	-23%	-4%	-16%	0%	-19%
COc1cc(-c2onc3ccc(Br)cc23)cc(OC)c1OC
 : -6	0%[11.5 µM]	4%	82%[activator]	17%	-1%	-3%	-15%	-8%	6%
O=C(CCNS(=O)(=O)c1ccccc1)N1CCOCC1
 : 16	5%	-4%	4%	0%	.	2%	16%	8%	0%
CCOC(=O)c1nc(NCc2ccccc2C)c2ccccc2n1
 : -4	3%	0%	1%	-3%	?	-2%	-23%	-2%	7%
Cc1ccccc1NC(=O)Nc1ccccc1Br
 : -4	6%	-3%	-1%	-9%	-25%	-4%	18%	-2%	0%
CC(C)OC(=O)CC1C(=O)NCCN1C(=S)NC(=O)c1ccccc1 (configuration not stated)
 : 17	-4%	-9%	0%	-6%	-3%	-5%	-8%	-12%	1%
COc1ccc2cc(-c3ccccc3F)ncc2c1
 : -8	10%	5%	5%	.	.	.	0%	.	1%
CC(C)CCn1c(N2CCOCC2)nc2c1c(=O)n(CC(N)=O)c(=O)n2C
 : -7	3%	4%	6%	-4%	2%	-9%	0%	5%	1%
CC(/C=C/c1ccccc1)=N\NC(=O)Cn1nc(C)cc1C
 : 14	1%	3%[46.1 µM]	-1%	20%	-3%	-3%	-13%	52%[activator]	5%
COc1ccc(NC(=O)COC(=O)c2ccc3ccccc3n2)c(OC)c1
 : -15	-7%	-7%	1%	.	.	0%	-6%	.	.
COc1ccccc1C(=O)NCCC(=O)NN1C(=O)NC2(CCCCC2)C1=O
 : 2	-2%	6%	7%	.	.	-1%	9%	.	0%
Cc1ccc(S(=O)(=O)C2(C(=O)O)CCCC2)cc1C
 : 0	1%	.	2%	1%	4%	-1%	-1%	-2%	0%
CCN(CC)c1ncnc2c1cnn2Cc1ccc(C)cc1
 : -31	6%	-1%	-1%	-14%	?	-2%	-2%	20%	2%
Cc1cc(C)nc(Nc2cccc3ccccc23)n1
 : 20	-6%	1%	5%	5%	-9%	-2%	-24%	1%	-2%
CC(=O)N1CCN(C(=O)c2cccc(S(=O)(=O)Nc3c(C)n(C)n(-c4ccccc4)c3=O)c2)CC1
 : 5	15%	-2%	4%	.	.	-2%	12%	.	-5%
COc1ccc2nc(NC(=O)C3CCN(S(=O)(=O)c4cccnc4)CC3)sc2c1
 : -16	6%	-3%	-15%	-1%	?	-7%	11%	-11%	0%
O=C(NC1CCCC1)c1cc2cc(Br)ccc2o1
 : -19	9%	-9%	-2%	-7%	11%	-1%	23%	-2%	1%
CC(C)CN(C(=O)COC(=O)c1nc(Cl)ccc1Cl)c1c(N)n(Cc2ccccc2)c(=O)[nH]c1=O
 : -1	9%	-3%	5%	-4%	.	.	-10%	7%	0%
COC(=O)C[C@H]1C=C[C@@H](C(C(=O)OC)C(=O)OC)CN1C(C)=O
 : .	.	-1%	1%	.	.	-2%	-6%	.	.
Cc1cc(C)c2c(n1)sc1c(=O)n(CC(=O)c3ccccc3)cnc12
 : 7	-16%	7%	-15%	6%	.	0%	-12%	-10%	-6%
CCOC(=O)N/N=C/c1ccccc1OCc1ccc(Cl)cc1
 : 0	-12%	-1%[46.1 µM]	-9%	4%	2%	6%	20%	-1%	11%
